# Screens as filed in PubChem BioAssay.
# hcDAF-12 act = H. contortus DAF-12 activation, primary screen. activation, % at 6.8 µM. HEK293 hcDAF-12 lit1-tk-luc reporter, luminescence; 0% DMSO, 100% Δ7-dafachronic acid. 370,000 tested, 1.4% active;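 active means activation above the mean of all tested compounds plus 3 SD, cut at about 5.5% in these data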;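 further: 100% = response to 3 µM Δ7-dafachronic acid high control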
# GC-A act = GC-A (human) enzyme activation. 370,000 tested, 0.14% active. activation, % at 10 µM. HEK293 GC-A cells, cGMP TR-FRET, EC30 ANP; 0% at EC30 ANP, 100% saturating ANP. P16066; in the data active means activation above about 40%
# Target sequence (P16066 whole entry, looked up): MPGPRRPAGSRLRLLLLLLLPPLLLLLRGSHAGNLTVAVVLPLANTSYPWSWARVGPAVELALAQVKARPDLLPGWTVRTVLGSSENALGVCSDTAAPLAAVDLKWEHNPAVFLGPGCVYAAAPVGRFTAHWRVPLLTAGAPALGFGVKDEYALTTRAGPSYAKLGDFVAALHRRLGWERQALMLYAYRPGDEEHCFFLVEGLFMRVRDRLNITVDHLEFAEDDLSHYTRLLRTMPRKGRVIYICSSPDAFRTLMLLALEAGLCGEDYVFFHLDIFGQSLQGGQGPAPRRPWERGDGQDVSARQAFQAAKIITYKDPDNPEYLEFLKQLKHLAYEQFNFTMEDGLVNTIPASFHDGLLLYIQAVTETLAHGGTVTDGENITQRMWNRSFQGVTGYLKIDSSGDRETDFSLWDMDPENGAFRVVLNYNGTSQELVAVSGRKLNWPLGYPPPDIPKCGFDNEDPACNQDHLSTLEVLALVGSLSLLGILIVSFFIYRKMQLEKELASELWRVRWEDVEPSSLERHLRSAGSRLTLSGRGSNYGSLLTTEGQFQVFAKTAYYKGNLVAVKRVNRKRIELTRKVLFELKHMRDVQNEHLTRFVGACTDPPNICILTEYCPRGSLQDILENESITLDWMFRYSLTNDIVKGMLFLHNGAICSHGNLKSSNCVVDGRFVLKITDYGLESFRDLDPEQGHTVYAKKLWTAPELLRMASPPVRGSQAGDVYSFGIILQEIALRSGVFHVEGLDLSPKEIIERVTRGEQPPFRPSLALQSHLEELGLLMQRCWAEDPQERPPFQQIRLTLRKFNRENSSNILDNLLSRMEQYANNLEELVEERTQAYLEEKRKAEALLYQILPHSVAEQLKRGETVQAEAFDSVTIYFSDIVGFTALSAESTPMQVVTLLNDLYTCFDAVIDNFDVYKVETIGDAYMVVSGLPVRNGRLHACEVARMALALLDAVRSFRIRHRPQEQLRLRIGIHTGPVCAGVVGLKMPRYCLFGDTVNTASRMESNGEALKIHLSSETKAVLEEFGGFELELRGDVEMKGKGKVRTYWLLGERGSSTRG
# ssDAF-12 act = activators of S. stercoralis DAF-12 nuclear receptor | HEK293 ssDAF-12/GRIP1 lit1-tk-luc reporter, luminescence; % of 3 µM dafachronic acid response | activation, % at 6.8 µM | 370,000 tested, 1% active | AID 652126;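 active means activation above the mean over all tested compounds plus 3 SD, cut at about 0.9% in these data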;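 further: 0% = DMSO-only wells and 100% = 3 µM delta7-dafachronic acid wells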
# SMARCA2 activ = activators of SMARCA2 function. activation, % at 9.1 µM. MG213 cells, MMTV-luciferase reporter, dexamethasone, overnight. AID 652017. 370,000 tested, 1% active; in the data active means activation above about 7.8%;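 further: 0% = vehicle wells and 100% = reference activator wells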
# hgDAF-12 ag = activates the H. glycines DAF-12 receptor ligand-binding domain. 370,000 tested, 1.8% active. AID 687014. HEK293 GAL4-hgDAF12 UAS-luciferase reporter, agonist luminescence; normalized to butyrate control. activation, % at 6.8 µM;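 active means activation above a cutoff set at the mean of all screened compounds plus 3 SD, cut at about 10% in these data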;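 further: 0% = DMSO wells and 100% = sodium butyrate wells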
# DAX1 inh-1 = blocks DAX1 repression of SF-1 activated StAR promoter | HEK293T StAR-luciferase reporter, SF-1/DAX-1 repression relief | inhibition, % at 6.8 µM | 370,000 tested, 1.1% active | AID 652010;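 active means inhibition above the mean over all tested compounds plus 3 SD, cut at about 3.6% in these data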;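 further: 0% = DAX-1 cells with DMSO and 100% = cells lacking DAX-1 with DMSO; higher inhibition means more luminescence from relief of DAX-1 repression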
# ADAM17 inh = ADAM17 inhibition, QFRET primary screen | P78536 | recombinant ADAM17, EDANS/DABCYL FRET peptide cleavage | inhibition, % at 6.95 µM | 370,000 tested, 0.83% active | AID 720648;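 active means inhibition above the mean of compounds lying between control limits plus 3 SD, set per campaign, cut at about 8.5% in these data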;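 further: 0% = DMSO-only wells as the low control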
# DAX1 inh-2 = inhibitors of human orphan nuclear receptor DAX1 (NR0B1); P51843; HEK293 Gal4-DAX1 luciferase reporter, luminescence; inhibition, % at 6.75 µM; 340,000 tested, 0.99% active; AID 504766;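 active means inhibition above the mean over all tested compounds plus 3 SD, cut at about 4.2% in these data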;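 further: 0% = DAX1-transfected cells with DMSO and 100% = empty-vector control cells with DMSO; inhibition shows as a rise in luminescence from relieved DAX1 repression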
# ADAM10 inh = ADAM10 inhibition, QFRET primary screen; O14672; recombinant ADAM10, EDANS/DABCYL FRET peptide cleavage, 3 h; inhibition, % at 7 µM; 370,000 tested, 0.62% active; AID 720582;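 active means inhibition above a per-campaign cutoff equal to the mean of compounds falling between control-based bounds plus 3 SD, cut at about 20% in these data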;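 further: 0% = DMSO wells while the 100% control is not disclosed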
# PG9 Ab binder = small molecules binding HIV-1 gp120 antibody PG9; 360,000 tested, 0.43% active; TR-FRET gp120-PG9 antibody binding; inhibition, % at 6.7 µM; AID 624416; in the data active means inhibition above about 8.5%
# GAA850 FXN act = frataxin GAA850 promoter activation; activation, % at 6 µM; HEK293 lucGAA850 FXN promoter luciferase reporter, 24 h; percent of 10 µM SAHA response; 360,000 tested, 0.56% active;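 active means activation above the average of all compounds screened plus 3 SD, cutoff fixed separately per campaign, cut at about 7.5% in these data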;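 further: 0% = DMSO wells and 100% = 10 µM SAHA wells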
# Numbers without * were called inactive; · = not tested or not shown.
# Results follow in this order: hcDAF-12 act	GC-A act	ssDAF-12 act	SMARCA2 activ	hgDAF-12 ag	DAX1 inh-1	ADAM17 inh	DAX1 inh-2	ADAM10 inh	PG9 Ab binder	GAA850 FXN act
O=C(COc1ccc(Cl)cc1)N(c1ccccc1Cl)C1CN2CCC1CC2 (configuration not stated)
  0.3	-24	-0.6	-4	0.5	-0.1	1	1.2	4	-0.4	1.2
CC1=CC(=O)C2=C(C)CC(O)C3C(C)C(=O)OC3C12 (configuration not stated)
  -1.0	7	-1.5	0	-1.5	0.6	-4	1.9	-3	0.6	-1.6
O=C(c1cn(Cc2ccccc2F)c2ncccc12)C(F)(F)F
  -3.0	0	-1.2	-2	2.5	0.0	0	0.3	2	2.1	3.0
Cc1nn(Cc2ccccc2Cl)c(Cl)c1C(=O)OCC(=O)NC(=O)NC1CCCCC1
  -0.9	3	-1.0	-2	0.8	-0.4	-3	-0.2	6	-2.9	2.5
CC(C)=CCc1c(O)cc2c(c1O)C(=O)CC(c1ccc(O)cc1)O2 (configuration not stated)
  2.2	1	-1.4	2	5.6	0.8	9.3*	-0.6	19	-1.9	0.9
O=C(c1cc(C(=O)NCc2ccccc2)c(=O)n(Cc2ccccc2)c1)c1cc(Br)ccc1O
  -2.1	-3	-1.1	-1	2.4	0.1	-3	-2.1	-1	-1.8	2.2
Cc1cccnc1-n1c(CN2C(=O)c3ccccc3C2=O)nc2ccccc2c1=O
  1.4	0	-0.9	-1	3.0	-0.2	-2	-1.9	0	-0.3	-1.0
COC(=O)C1=C(c2cccc(OCc3ccccc3)c2)C[C@@H]2CC[C@H]1N2C(=O)NCCc1ccc(F)cc1
  -3.1	-2	-1.6	-1	-2.3	-0.3	5	-1.5	12	-1.5	-3.0
C=CCn1cc(C=C2C(=O)N(C)C(=O)N(C)C2=O)c2ccccc21
  1.8	0	0.3	-1	-2.1	0.2	1	-0.5	1	-0.4	1.2
O=c1c2ccccc2nc(/C=C\c2ccccc2[N+](=O)[O-])n1-c1ccccc1O
  -0.3	-3	-2.1	0	-1.3	-0.3	5	-3.7	13	-0.1	1.1
CC[N+]12CCC(CC1)C(=C(c1ccccc1)c1ccccc1)C2
  -1.2	1	-0.8	4	-1.8	-0.2	1	-0.6	6	-0.6	3.0
CC1CN(c2ccc([N+](=O)[O-])cc2Cl)CCN1 (configuration not stated)
  0.1	16	-1.1	-3	0.1	-0.1	-5	0.4	-4	0.0	1.8
CN(C)CC(C(=O)Cc1ccccc1)c1ccccc1 (configuration not stated)
  -1.8	-32	-1.4	-11	-9.5	-4.2	5	-2.5	3	2.2	-11
O=C1C2CCCN2C(c2cccnc2)N1c1cccc(Cl)c1 (configuration not stated)
  -1.3	-9	-0.7	0	-3.5	0.4	-5	1.3	-9	-1.5	-3.6
CC(Cc1ccccc1)NC(=O)C(c1ccc(N)cc1)c1ccc(N)cc1 (configuration not stated)
  -2.1	6	-1.3	1	-1.1	-0.2	-3	-0.1	5	-0.5	1.1
NC(=S)N/N=C/c1coc2ccccc2c1=O
  -0.1	-3	1.2*	1	2.7	0.0	-5	-1.0	-1	-3.2	2.2
O=C(Nc1ccc(C(=O)O)cc1)Oc1ccc(N(CCCl)CCCl)cc1
  -0.9	1	-1.4	4	-4.4	-0.8	-4	·	-7	-2.1	·
Cc1ccc2c(c1)Oc1ccccc1N=C2
  0.0	0	-1.0	-2	-1.4	-0.5	0	1.2	-7	-1.3	2.2
NC(Cc1ccccc1)c1nc(-c2ccccc2)no1 (configuration not stated)
  -5.5	0	-3.1	-7	-1.1	0.7	7	0.5	8	0.8	2.5
CC1=C(C)CC2(C(=O)NC(=O)NC2=O)C(C)C1 (configuration not stated)
  1.0	0	-1.4	0	5.9	0.1	2	1.3	-5	0.0	0.1
CN(C)C(=O)Oc1ccc(OC(=O)N(C)C)cc1
  -0.2	3	-1.1	4	2.2	-0.2	-6	0.1	-13	-0.9	-0.9
CSc1nc(N)c(N=Nc2ccc([As](=O)(O)O)cc2)c(=O)[nH]1
  -0.4	1	-0.9	-3	8.7	-0.2	9.1*	1.8	-8	-5.5	-0.5
Cc1ccc(S(=O)(=O)CC(=O)c2cc(C)c(OC(=O)N(C)C)c(C)c2)cc1
  -1.6	3	-0.7	-3	0.6	-0.6	-1	-0.8	-11	-1.6	0.7
CC(C)Cc1nc(N2CCNCC2)c(C#N)c2c1CCC2
  -0.3	-12	-1.4	2	-0.9	0.4	-15	·	-32	-0.8	2.0
COc1cccc(OC)c1C1=NCC(=O)Nc2c1oc1ccc(Br)cc21
  -1.7	19	-1.0	-1	-3.1	-0.3	2	-0.5	-2	-0.6	-5.6
Clc1cc(Cl)cc(CN2Cc3ccccc3-n3nncc3C2)c1
  -3.0	-6	-1.2	6	5.0	0.4	0	·	4	·	·
CCCCn1c(O)c(C(CC)=Nc2ccc(OCC)cc2)c(=O)[nH]c1=O
  -0.6	-2	-1.1	-5	-4.1	-1.0	-5	-0.5	-19	2.0	1.3
COC(=O)C1=C(c2cccc(OCc3ccccc3)c2)C[C@@H]2CC[C@H]1N2C(=O)NCc1cccc(F)c1
  -3.1	-4	-1.5	-1	-3.5	0.1	7	-0.7	18	0.3	-4.4
O=C(CCc1ccccc1)N1Cc2cc(N3CCCCC3)ccc2-n2nncc2C1
  -0.3	-2	-1.2	-1	-1.2	-0.2	-2	·	-4	-0.7	·
O=C1CC(=O)N(c2cccc(F)c2)C(=O)N1
  0.5	-2	-0.6	-2	0.6	-0.6	-5	0.4	-1	1.6	0.4

# Results in ssDAF-12 act, for 2 of the compounds above:
molecule	ssDAF-12 act
Cc1cccnc1-n1c(CN2C(=O)c3ccccc3C2=O)nc2ccccc2c1=O	-0.9
O=C1CC(=O)N(c2cccc(F)c2)C(=O)N1	-0.6

# (more compounds)
# Results follow in this order: hcDAF-12 act	GC-A act	ssDAF-12 act	SMARCA2 activ	hgDAF-12 ag	DAX1 inh-1	ADAM17 inh	DAX1 inh-2	ADAM10 inh	PG9 Ab binder	GAA850 FXN act
CN1CC(C(=O)c2ccc(F)cc2)C(c2ccc(F)cc2)C1 (configuration not stated)
  3.7	-14	-1.2	2	0.0	0.1	-2	-0.1	-2	-1.1	3.0
CCOP(=O)(C#CC(C)(C)C)C(O)(c1ccccc1)C(F)(F)F (configuration not stated)
  -2.0	-3	-0.5	-1	0.3	-0.4	1	-1.1	19	-0.3	-0.2
CCCCn1nc(C)c(C(=O)O)c1Cl
  1.5	-1	-0.9	-1	0.9	0.7	-2	1.7	5	-2.7	-0.4
CN1CCN(S(=O)(=O)c2ccc(Cl)nc2)CC1
  0.0	-2	-0.8	-2	-0.3	-0.5	0	1.1	-3	0.9	2.0
CN1C(=O)[C@@]23C[C@]4(c5c[nH]c6ccccc56)c5ccccc5N(S(=O)(=O)c5ccccc5)[C@@H]4N2C(=O)[C@@H]1SS3
  -8.7	-17	-3.7	·	-14	·	-2	·	-2	·	·
CC1CCC/C=C/C2CC(O)CC2C(O)/C=C/C(=O)O1 (configuration not stated)
  -3.0	1	-1.8	-9	-6.9	1.1	3	-3.2	0	1.5	-6.0
CN(C)C(=O)Oc1ccc2c(=O)c(Oc3ccccc3Br)coc2c1
  0.6	6	0.1	1	2.6	-0.2	-3	1.7	2	-0.3	0.6
COc1ccc(C)cc1NC1=NC(C)(C)CS1
  -1.0	-2	-1.9	2	0.6	0.3	-2	-0.8	-2	0.3	-1.6
CCC(=NCc1cccnc1)c1c(O)n(-c2ccc(C)cc2)c(=O)[nH]c1=O
  -0.9	1	-0.6	-1	0.2	-0.3	0	-1.0	-1	-2.0	-1.7
Cc1cccc(NC(=O)CSc2nnc([C@@H](N)Cc3c[nH]c4ccccc34)o2)c1C
  1.5	-3	-1.6	1	0.1	-0.7	2	0.6	12	0.8	-2.3
CS(=O)(=O)c1ccc(C(=O)N2CCC(C(=O)O)(c3ccccc3)CC2)cc1
  0.1	2	-0.5	-2	0.9	-0.4	-1	1.0	-2	1.3	1.1
N/C(=N\[N+](=O)[O-])N/N=C/c1ccc(O)cc1
  0.2	2	-1.1	3	0.1	-0.2	1	0.8	6	0.4	-0.3
CC(=O)Nc1ccccc1OC(=O)N(C)C
  -0.5	-3	-1.6	-3	0.2	-0.6	-4	-0.1	-6	3.8	1.1
Nc1ccccc1N=Cc1c(O)n(CCC2=CCCCC2)c(=O)[nH]c1=O
  9.6*	-2	0.6	1	11*	3.3	-18	2.7	-55	1.2	6.3
CSc1ncc(Cl)c(C(=O)O)n1 (tested in a mixture with another compound)
  -1.0	0	-0.7	0	-1.9	-0.1	-1	0.5	10	0.0	1.1
Cc1ccc(-c2nc(N3CCOCC3)s[n+]2-c2ccccc2)cc1
  12*	14	1.5*	5	15*	4.0*	0	1.4	3	0.8	5.2
COc1ccc(C(c2ccc(OC)cc2)C(Cl)(Cl)Cl)cc1
  -0.5	1	-1.6	-3	1.7	0.3	-3	1.5	2	-0.7	-1.0
CCC(C)(C)n1nnnc1CN1CCC(n2c(C)nc3cc(C(F)(F)F)ccc32)CC1
  0.4	-2	-0.8	-3	1.6	-1.3	-1	-0.1	6	-0.1	1.0
CC(C(N)=O)N1CC(c2ccc(Cl)cc2)CC1=O (configuration not stated)
  0.6	0	-1.3	1	-0.5	-0.1	-2	-0.2	2	0.3	-2.5
COc1ccc(Cn2c(O)c(/C=N/NC(=O)c3ccncc3)c(=O)[nH]c2=O)cc1
  -1.7	1	-1.8	-2	-1.2	0.1	-10	0.7	-3	-1.1	-2.2
C/C=C1/C[C@@H](C)[C@](O)(CO)C(=O)OCC2=CCN3CC[C@@H](OC1=O)[C@@H]23
  -2.3	-1	-1.2	-5	2.7	0.5	-2	0.9	-13	-1.7	-1.2
O=C(Cc1ccccc1)NC(Oc1ccccc1Cl)C(Cl)(Cl)Cl (configuration not stated)
  0.9	0	-1.7	-2	0.6	0.7	-5	1.3	0	1.8	2.6
CCOC(=O)C(O)(c1ccc(N(C)C(=O)COc2ccccc2)cc1)C(F)(F)F (configuration not stated)
  0.3	1	-1.2	-2	10	0.1	2	-0.9	2	-2.1	0.9
COc1ccc(CCN)cc1S(N)(=O)=O
  0.6	-1	-0.7	-2	-0.9	1.0	0	·	-6	-0.6	·
Cc1cccc(NP(=O)(Oc2ccccc2)Oc2ccccc2)c1C
  -0.9	-6	-0.9	3	-1.7	-0.5	5	0.4	15	-1.9	-2.3
O=C(CCn1c(=O)oc2ccccc21)N1CCC2(CC1)OCCO2
  -0.6	-3	-1.0	3	1.9	0.0	-2	0.4	5	-0.8	1.4
CN1C(=O)C(O)N=C(c2ccccc2)c2ccccc21 (configuration not stated)
  -1.0	-1	-1.2	-2	-0.7	0.6	4	-0.8	12	-2.7	0.3
CCCC1(CCC)C(=O)NC(=NCc2ccccc2)NC1=O
  -1.9	4	-1.1	1	-0.4	0.8	-1	0.4	1	-2.5	1.5

# Only part of the results is shown; rates above refer to the full screens.
